From PubChem
ATG4B inh: blocks human ATG4B protease cleavage of LC3 substrate; 340,000 tested, 0.51% active; inhibition, % at 8.33 µM; Q9Y4P1; ATG4B cleavage of LC3-PLA2, NBD-HPC fluorescence, 1 h; AID 504462; in the data active = inhibition above about 40%
Target sequence (Q9Y4P1 whole entry, looked up): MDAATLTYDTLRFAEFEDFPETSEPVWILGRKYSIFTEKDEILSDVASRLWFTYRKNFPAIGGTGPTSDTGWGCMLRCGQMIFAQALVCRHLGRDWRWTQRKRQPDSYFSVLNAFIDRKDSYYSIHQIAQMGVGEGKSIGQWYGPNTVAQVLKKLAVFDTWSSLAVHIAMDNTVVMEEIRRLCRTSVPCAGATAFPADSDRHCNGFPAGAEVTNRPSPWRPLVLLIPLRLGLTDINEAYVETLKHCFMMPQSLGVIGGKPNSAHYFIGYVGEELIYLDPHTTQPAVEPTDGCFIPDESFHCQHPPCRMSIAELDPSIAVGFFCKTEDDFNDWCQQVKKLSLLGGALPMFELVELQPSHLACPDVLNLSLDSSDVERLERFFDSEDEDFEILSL
GRIN3A LBD mod: modulators (binders) of human NR3A ligand-binding domain. NR3A LBD differential scanning fluorimetry, Tm shift; 0% = protein alone, 100% = glycine-bound protein. Tm shift relative to glycine control, % at 25 µM. 340,000 tested, 2.5% active. AID 1259313;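 active = melting temperature shift of at least 10% of the positive control shift, at one fixed dose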
PfG6PD inh: PfG6PD (Plasmodium falciparum) enzyme inhibition; inhibition, % at 20 µM; AID 504690; 350,000 tested, 0.78% active; PfGluPho enzyme, NADPH resazurin-diaphorase fluorescence;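 active = inhibition reaching at least a set limit at 20 µM in the primary screen, cut at about 59% in these data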;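 also: 0% = DMSO wells with substrate and 100% = DMSO wells lacking glucose-6-phosphate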
HKDC1 inh: HKDC1 (human) hexokinase inhibition. recombinant HKDC1, G6PDH/diaphorase resazurin coupled fluorescence. 340,000 tested, 0.16% active. inhibition, % at 20 µM. AID 493160. Q2TB90;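 active = inhibition above about 35% when tested at 20 µM, limit read from the data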;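 also: plate controls were DMSO wells with enzyme for no effect and DMSO wells lacking enzyme for full effect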
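Test system: Recombinant HKDC1 (HK5) hexokinase enzyme, produced in-house | Input: HKDC1 at 5 µg/mL | Buffer or medium: Tris pH 8.0 buffer with MgCl2, Tween-20, BSA, BME | Schedule: 90 min reaction incubation at room temperature, dark | Technique: Resazurin-to-resorufin fluorescence via G6PDH and diaphorase coupling, 525/613 nm | Controls: DMSO wells with and without enzyme mix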
MPTP block: permeability transition pore inhibition. isolated mouse mitochondria, Ca2+ swelling absorbance, 30 min. inhibition, % at 10 µM. 360,000 tested, 1.4% active. AID 602449;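 active = inhibition of 50% or more, scaled per plate between neutral and stimulator controls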;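 also: 0% = DMSO wells given calcium and 100% = 1 mM EGTA wells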
SENP6 block: blocks the human protease SENP6 | Q9GZR1 | Recombinant SENP6 catalytic domain, aminoluciferin luminescence | inhibition, % at 10 µM | 330,000 tested, 1.8% active | AID 2599;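 active = inhibition above about 50% at the single tested dose, limit read from the data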;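 also: plate controls were DMSO wells with enzyme for no effect and DMSO wells lacking enzyme for full effect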
SENP7 block: SENP7 protease inhibition; Q9BQF6; recombinant SENP7, Z-RLRGG-aminoluciferin luminescence, 40 min; inhibition, % at 5 µM; 330,000 tested, 1.5% active; AID 434973;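 active = inhibition above about 50% at the single test dose, limit read from the data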;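 also: plate controls were DMSO with enzyme for no effect and no enzyme buffer wells for full effect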
Target sequence (Q9BQF6 706-1050 limits assumed): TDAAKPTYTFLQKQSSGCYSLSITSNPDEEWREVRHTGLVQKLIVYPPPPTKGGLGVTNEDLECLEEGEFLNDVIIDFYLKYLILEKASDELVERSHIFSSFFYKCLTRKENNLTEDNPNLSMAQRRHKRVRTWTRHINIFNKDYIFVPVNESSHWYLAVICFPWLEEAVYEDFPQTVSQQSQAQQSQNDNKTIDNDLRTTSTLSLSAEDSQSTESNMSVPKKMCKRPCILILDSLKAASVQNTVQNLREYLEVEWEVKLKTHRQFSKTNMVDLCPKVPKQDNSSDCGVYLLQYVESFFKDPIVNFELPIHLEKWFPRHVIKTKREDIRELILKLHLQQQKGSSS
SENP8 block: SENP8 (human) protease inhibition. AID 602440. inhibition, % at 20 µM. 360,000 tested, 0.64% active. Q96LD8. recombinant SENP8, Nedd8 substrate fluorescence; in the data active = inhibition mostly above about 40%, no sharp cut-off; inactive = mostly below about 27%
Target sequence (Q96LD8 whole entry, looked up): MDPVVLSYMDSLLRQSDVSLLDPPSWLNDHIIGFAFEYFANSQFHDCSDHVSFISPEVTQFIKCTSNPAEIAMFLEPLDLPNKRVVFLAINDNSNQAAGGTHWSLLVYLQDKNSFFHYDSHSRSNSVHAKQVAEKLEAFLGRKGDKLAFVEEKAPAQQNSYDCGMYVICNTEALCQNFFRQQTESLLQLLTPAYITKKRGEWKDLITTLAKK
Numbers without * were called inactive; nt = not tested or not shown.

SMILES	ATG4B inh	GRIN3A LBD mod	PfG6PD inh	HKDC1 inh	MPTP block	SENP6 block	SENP7 block	SENP8 block
Cc1nonc1C(=O)N1CCCC(N2CCN(c3ccc(F)cc3)CC2)C1 (stereo unspecified)	3	1	-10	-3	-1.3	-17	13	3
Cc1cccn2c(=O)c3cc(C(=O)NCc4ccc(F)cc4)c(=N)n(CCCN4CCOCC4)c3nc12	-5	0	-3	-6	1.1	nt	nt	-355
O=C(O)C1C(=O)NCC1c1ccccc1 (stereo unspecified)	-9	1	9	-9	-1.3	1	0	13
COC(=O)c1c(O)cc(=O)n2c1CCCCC2	-1	-1	13	-3	-0.6	-12	8	10
C/C(CC(=O)NC12CC3CC(CC(C3)C1)C2)=N\NC(=O)c1ccc(C)cc1	-7	-2	-11	-6	-0.5	5	5	14
CCc1ccc(N(CC(=O)NC2CCCC2)C(=O)CCC(=O)Nc2ccccn2)cc1	-4	0	11	0	-1.3	-15	-2	4
CCCNCc1cc(OCC)c(OCC(=O)Nc2ccccc2)cc1Br	-2	1	9	-5	-2.0	-5	2	8
CC1(C)Nc2ccccc2N(CC(=O)N2CCCCC2)C1=O	2	-5	4	-2	-0.6	-5	-9	20
O=C(Oc1ccc(Cl)c2cccnc12)C12CC3CC(CC(C3)C1)C2	3	0	15	-1	-3.8	0	1	28
CCOc1cccc(C2C(C(=O)c3ccc(C)o3)=C(O)C(=O)N2Cc2ccncc2)c1 (stereo unspecified)	-4	2	-18	2	-0.3	-6	2	-27
COc1ccc(NC(=S)Nc2cccc(Cl)c2Cl)cc1OC	2	0	9	2	0.3	-5	-6	9
CCCCN(C(=O)CCN1C(=O)C2CC=CCC2C1=O)c1c(N)n(CCCC)c(=O)[nH]c1=O (stereo unspecified)	-5	0	-6	-3	-1.5	nt	nt	14
CSc1ccc(NC(=O)c2cccnc2)cc1C#N	-13	-2	15	-4	-0.5	13	9	13
COC(=O)c1cc(S(=O)(=O)N2c3ccccc3CC2C)c[nH]1 (stereo unspecified)	1	0	8	-2	-0.2	-16	12	21
O=C(CCCCC(=O)Nc1ccccc1)Nc1ccccc1	-8	-1	5	3	0.3	-3	-8	9
CCN(c1ccccc1)S(=O)(=O)c1ccc(NCC2COc3ccccc3O2)nc1 (stereo unspecified)	-6	-4	-3	4	15	-1	2	14
O=C(CNC(=O)c1ccco1)Nc1ccc(Br)cc1	-1	1	-10	0	-0.4	-24	3	4
COc1cccc(C(=O)Nc2cccc(S(=O)(=O)NC3=NCCC3)c2)c1	-9	6	-5	-3	-0.8	-12	-1	-16
Cc1ccsc1/C=N/NC(=O)Cc1ccc(Cl)cc1	-4	0	13	-6	3.3	-23	-5	28
Cn1c(=O)c(=O)n(C)c2cc(N3CCOCC3)c(NS(=O)(=O)c3ccc(Br)cc3)cc21	-3	-1	38	6	-0.1	7	0	-40

As entered above:
O=C(CNC(=O)c1ccco1)Nc1ccc(Br)cc1 – SENP8 block: 4
COC(=O)c1cc(S(=O)(=O)N2c3ccccc3CC2C)c[nH]1 (stereo unspecified) – SENP7 block: 12
CCCCN(C(=O)CCN1C(=O)C2CC=CCC2C1=O)c1c(N)n(CCCC)c(=O)[nH]c1=O (stereo unspecified) – PfG6PD inh: -6
Cc1ccsc1/C=N/NC(=O)Cc1ccc(Cl)cc1 – MPTP block: 3.3

Remaining list, next part.
SMILES	ATG4B inh	GRIN3A LBD mod	PfG6PD inh	HKDC1 inh	MPTP block	SENP6 block	SENP7 block	SENP8 block
O=c1[nH]c(Cc2cccs2)nc2ccccc12	12	0	3	-3	-1.0	6	0	10
Oc1cccc(C=NNc2ccccn2)c1	0	-6	6	-1	-0.4	nt	nt	14
COc1cc([C@H]2OC[C@H]3[C@@H]2CO[C@@H]3c2ccc(O[C@H]3O[C@H](CO)[C@@H](O)[C@H](O)[C@H]3O)c(OC)c2)ccc1O[C@@H]1O[C@H](CO)[C@@H](O)[C@H](O)[C@H]1O	-6	16*	-18	3	-1.6	-15	-10	11
COc1ccc(OC)c(/C=N/c2oc(-c3ccco3)c(-c3ccco3)c2C#N)c1	20	-6	26	11	1.2	0	-5	-338
CCN(CC)c1ccc(C(=O)NC(=S)N2CCN(Cc3ccc4c(c3)OCO4)CC2)cc1	-1	1	3	-1	1.5	-4	-1	-100
Cc1ccc(C)c(OCc2nc(-c3cccnc3)no2)c1	-4	1	2	-1	-0.2	-3	0	12
COc1ccc2[nH]c(=O)c(CN(C(=O)C(C)C)c3ccccc3OC)cc2c1	-13	0	9	1	1.4	22	-4	-167
CCOC(=O)C1=C(C)NC(=O)NC1c1cccnc1 (stereo unspecified)	1	0	2	-5	0.8	5	-1	17
N#Cc1c(-c2ccc(Br)cc2)nc2n(c1=O)CCCS2	-8	-3	-9	1	-0.8	-5	-15	-160
COc1cc(S(=O)(=O)N2CCCCCC2)ccc1-n1cnnn1	-12	-1	5	-3	0.1	-12	-2	6

Shown as a hit in GRIN3A LBD mod, among the entries above:
| structure | ATG4B inh | GRIN3A LBD mod | PfG6PD inh | HKDC1 inh | MPTP block | SENP6 block | SENP7 block |
| --- | --- | --- | --- | --- | --- | --- | --- |
| COc1cc([C@H]2OC[C@H]3[C@@H]2CO[C@@H]3c2ccc(O[C@H]3O[C@H](CO)[C@@H](O)[C@H](O)[C@H]3O)c(OC)c2)ccc1O[C@@H]1O[C@H](CO)[C@@H](O)[C@H](O)[C@H]1O | -6 | 16* | -18 | 3 | -1.6 | -15 | -10 |

More compounds
SMILES	ATG4B inh	GRIN3A LBD mod	PfG6PD inh	HKDC1 inh	MPTP block	SENP6 block	SENP7 block	SENP8 block
COC(=O)c1cc(C(=O)OC)cc(N2C(=O)CC(NNC(=O)c3ccccc3Br)C2=O)c1 (stereo unspecified)	-4	-4	-10	-6	0.2	16	2	7
O=c1[nH]c2cc3c(cc2cc1CN(CCO)S(=O)(=O)c1ccccc1Cl)OCCO3	-4	-5	-4	10	-0.4	-5	8	-291
CCOC(=O)c1c(CC(C)C)csc1/N=C/C1=C(O)CCCC1=O	-2	1	2	4	5.2	-10	1	-56
O=c1[nH]c2ccc(F)cc2[nH]c1=O	-9	0	1	-4	1.8	0	5	-109
N#CCC(CNc1ncc(C(F)(F)F)cc1Cl)OC(=O)c1cccc([N+](=O)[O-])c1 (stereo unspecified)	5	-1	18	-4	3.8	4	2	13
O=C(C1CCN(S(=O)(=O)c2ccccc2)CC1)N1CCC1	-2	-3	6	-4	0.0	-2	7	5
CCCCOc1ccc(S(=O)(=O)NNC(=O)C2Cc3c(ccc4ccccc34)O2)cc1 (stereo unspecified)	-31	-9	-6	9	7.1	-26	-5	-7
CCOc1ccc(OCC)c(NC(=O)C2CCCN(c3nc(C)cc(C)n3)C2)c1 (stereo unspecified)	4	-2	3	1	0.0	-17	2	-4
O=C(NNC(=O)c1ccccc1F)c1ccc(-n2cncn2)c([N+](=O)[O-])c1	-9	0	-2	-6	-2.6	-5	-5	5
COc1ccc(S(=O)(=O)N2CCOC2CNC(=O)C(=O)NCCc2ccccc2)cc1 (stereo unspecified)	-8	-2	-3	3	-0.9	-6	-5	5
c1ccc(CCN(Cc2ccccc2)Cc2nc(C3CC3)no2)cc1	8	-1	9	-7	1.6	8	-3	6
CCN(CC)C(=O)N(CC)Cc1ccccc1	-9	2	-6	-8	1.2	-1	3	4
CN(C)C(CN=C1NS(=O)(=O)c2ccccc21)c1ccco1 (stereo unspecified)	-10	-1	9	-3	-0.5	25	-4	-5
CCOC(=O)C1CN(S(=O)(=O)c2ccc(OC)cc2)c2cc(S(=O)(=O)CC)ccc2O1 (stereo unspecified)	0	1	-12	1	-1.0	14	4	8
CCOC(=O)C1CCCN(CC(=O)Nc2c(F)c(F)c(F)c(F)c2F)C1 (stereo unspecified)	-9	0	-16	-6	2.6	8	14	12
C[C@@H]1C(c2cccc(Cl)c2)=NN(c2ccccc2)[C@H]1C(=O)N1CCOC1=O	5	2	13	6	-2.4	nt	4	-401
CCOC(=O)N1CCN(C(=O)C(=O)Nc2sc3c(c2C(N)=O)CC(C)(C)OC3)CC1	-1	-2	8	0	-1.6	-1	3	8
O=C1C[C@H]2CCCCC(=O)N3CC[C@@H](C1)[C@@H]23	4	-2	-3	3	0.1	nt	0	-1
CC1=C(n2nnc3ccccc32)C(c2ccccc2)C(C#N)=C(N)O1 (stereo unspecified)	-6	1	-9	5	-0.4	-59	-6	-12
CC(C)CCN(CCC(C)C)C(CO)(CO)CO	0	-1	8	-5	0.2	-3	9	13

An excerpt from above with just SENP8 block:
SMILES | SENP8 block
CN(C)C(CN=C1NS(=O)(=O)c2ccccc21)c1ccco1 (stereo unspecified) | -5
CCOC(=O)C1CN(S(=O)(=O)c2ccc(OC)cc2)c2cc(S(=O)(=O)CC)ccc2O1 (stereo unspecified) | 8
CCOC(=O)C1CCCN(CC(=O)Nc2c(F)c(F)c(F)c(F)c2F)C1 (stereo unspecified) | 12
C[C@@H]1C(c2cccc(Cl)c2)=NN(c2ccccc2)[C@H]1C(=O)N1CCOC1=O | -401
CCOC(=O)N1CCN(C(=O)C(=O)Nc2sc3c(c2C(N)=O)CC(C)(C)OC3)CC1 | 8
O=C1C[C@H]2CCCCC(=O)N3CC[C@@H](C1)[C@@H]23 | -1

Remaining list, next part:
SMILES	ATG4B inh	GRIN3A LBD mod	PfG6PD inh	HKDC1 inh	MPTP block	SENP6 block	SENP7 block	SENP8 block
Cc1ccc(Nc2nnc(SCC(=O)Nc3cccc(S(=O)(=O)NC4=NCCCCC4)c3)s2)cc1	-2	-4	21	-2	0.1	1	7	1
CCc1ccccc1N(CC(=O)NC1CCCCC1)C(=O)CCC(=O)Nc1ccccn1	-12	-2	17	-4	-0.3	20	4	-1
O=C(N/N=C/c1cccc([N+](=O)[O-])c1)c1ccc(COc2ccccc2-c2ccccc2)cc1	-5	16*	-6	10	8.8	2	-3	7
O=c1cc(-c2ccccc2)[nH]c2cc(F)ccc12	-5	-2	13	4	-0.8	-7	-6	-3
COc1nccnc1NS(=O)(=O)c1ccc(NS(=O)(=O)c2ccc(NC(C)=O)cc2)cc1	2	4	-33	-4	-0.3	-12	0	12
COc1cccc(CN(C)C(=O)c2csc3c2CCCC3)c1OC	-6	0	-9	-10	-0.3	-8	1	12
CC(OC(=O)c1ccc(-n2cnnn2)cc1)C(=O)N(C)c1ccccc1 (stereo unspecified)	-4	0	-10	-2	-1.4	-11	-3	-23
COc1ccc(C(C(=O)NC(C)(C)C)N(C(=O)Cn2nnc3ccccc32)c2ccc(C(C)=O)cc2)cc1O (stereo unspecified)	0	-1	-11	3	0.3	-9	8	14
C=CCn1c(CCCOc2ccc(Cl)cc2Cl)nnc1SCC(=O)Nc1nccs1	-13	5	-19	6	3.1	12	3	19
CCN(C(=O)CSc1nnc(-c2ccc3c(c2)OCO3)o1)C1CCS(=O)(=O)C1 (stereo unspecified)	2	-1	-5	-4	0.4	-5	4	-3

A section taken from the entries so far:
SMILES	ATG4B inh	GRIN3A LBD mod	PfG6PD inh	HKDC1 inh	MPTP block	SENP6 block	SENP7 block	SENP8 block
Cc1ccc(Nc2nnc(SCC(=O)Nc3cccc(S(=O)(=O)NC4=NCCCCC4)c3)s2)cc1	-2	-4	21	-2	0.1	1	7	1
CCc1ccccc1N(CC(=O)NC1CCCCC1)C(=O)CCC(=O)Nc1ccccn1	-12	-2	17	-4	-0.3	20	4	-1
